PAD4 inhibition: blockers of protein arginine deiminase 4 – biochemical, fluorescence polarization, primary screen (AID 463073); recombinant PAD4, RFA probe fluorescence polarization; hits give high values; inhibition, % at 5 µM; 2,000 tested, 0.5% active;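 active means inhibition above 30%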;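 further: 0% = PAD4 with DMSO and 100% = wells lacking PAD4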
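Material – recombinant PAD4 · Amount – PAD4 at 2 µM in dispensed buffer, before additions · Medium – Ca2+-containing HEPES pH 7.6, TCEP · Doses – one dose, 5 µM final · Schedule – 30 min 25 °C preincubation, 5 h 37 °C labeling · Measured by – FP, ex 525 nm, em 598 nm · Benchmarks – wells lacking PAD4 as full-inhibition control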
The depositor's hits bear a star; & = joins results of further samples.

compound	PAD4 inhibition
COc1ccc(Cc2nc(-c3ccc(Br)cc3)no2)cc1	-5.4
CC(=O)C1=C(O)C(=O)OC1c1ccc(C)cc1 (stereo unspecified)	3.6
CC(=O)NC(CC(C)C)C(=O)NC(Cc1ccccc1)C(N)=O (stereo unspecified)	1.3
Nc1nc(SCc2ccc([N+](=O)[O-])cc2)c2ncn(C3OC(CO)C(O)C3O)c2n1 (stereo unspecified)	7.4
Cc1c(CCOC(=O)CC23CC4CC(CC(C)(C4)C2)C3)sc[n+]1Cc1ccc([N+](=O)[O-])cc1	1.8
COc1ccc([C@@H]2Sc3ccccc3N(CCN(C)C)C(=O)[C@@H]2OC(C)=O)cc1	-1.1
OC(C#CCN1CCCC1)(c1ccccc1)c1cccnc1 (stereo unspecified)	-2.1
COc1ccc(-c2coc3c(CN4CCOCC4)c(O)ccc3c2=O)cc1	-3.4
CCc1cc(=O)oc2cc(OCc3nn[nH]n3)ccc12	-2.1
CC(=O)OCC(=O)[C@@]1(O)CC[C@H]2[C@@H]3CCC4=CC(=O)CC[C@]4(C)[C@H]3[C@@H](O)C[C@@]21C	2.1
COc1ccc(-c2cc(=O)oc3cc(OC(C)C(=O)O)ccc23)cc1 (stereo unspecified)	4.4
COC(=O)c1ccc(CC(=O)c2ccc(O)cc2O)o1	4.2
CCn1cc(C(=O)O)c(=O)c2cc(F)c(N3CCNCC3)cc21	-0.6
CC(CN1c2ccccc2Sc2ccccc21)N(C)C (stereo unspecified)	-0.4
COc1cccc2cc(-c3ccccc3)c(=O)oc12	0.8
NC(N)=NC(=O)c1nc(Cl)c(N)nc1N	4.3
C#C[C@]1(O)CC[C@H]2[C@@H]3CCc4cc(OC)ccc4[C@H]3CC[C@@]21C	0.8
NNC(=O)c1cc(O)c(O)c(O)c1	8.0
COc1ccc(C(=O)Nc2ncc3c(n2)CC(C)CC3=O)cc1 (stereo unspecified)	-0.8
O=C(O)c1cc(-c2ccccc2)nc2ccccc12	0.5
COc1ccc(O)c(N)c1	8.7
O=C(CN1C(=O)c2ccccc2C1=O)Nc1cccc([N+](=O)[O-])c1	1.7
O=C(Nc1cccc(-c2nc3ncccc3o2)c1)c1ccccc1	-0.8
COc1ccccc1C(=O)Nc1cc2cc(Br)ccc2oc1=O	-0.8
CCNC(=S)N1CCN(CCN2C(=O)c3cccc4cccc(c34)C2=O)CC1	-4.1
OCCN(CCO)c1ccc2ccccc2c1	-1.6
CN(Cc1ccccc1)CC(O)COc1ccc(CNCc2cccnc2)cc1 (stereo unspecified)	-1.7
COc1cc(NC(=O)COc2ccccc2)c(OC)cc1NC(C)=O	2.6
CCOCc1cc(C)[nH]c(=O)c1C#N	2.3
CCOC(=O)N1CCc2[nH]c3ccc(C)cc3c2C1	3.3

(cont.)
compound	PAD4 inhibition
Cc1ccc(C(=O)N2CC3(C(C)C)CN(C(=O)c4ccc(C)cc4)CC(C(C)C)(C2)C3=O)cc1	-0.5
O=C(O)C[C@@H](O)C(=O)O	-0.1
CC1(CC(=O)Nc2ccccc2)NC(=S)N(c2ccccc2)N1 (stereo unspecified)	0.2
O=C1C(Cc2c[nH]c3ccccc23)NC(=S)N1Cc1ccccc1 (stereo unspecified)	4.2
O=C1N=c2ccccc2=C1c1[nH]c(=S)[nH]c1O	-4.9
COc1cc(OC)c(C(=O)CCCN2CCCC2)c(OC)c1	4.0
COc1ccc(-c2coc3cc(O)cc(O)c3c2=O)cc1	2.3
COc1cccc(CC(=O)NCC2COc3ccccc3O2)c1OC (stereo unspecified)	8.0
COc1ccc(-c2noc(-c3ccccc3-c3ccccc3)n2)cc1	-3.6
COc1ccc2c(c1)[nH]c1c(=O)n(Cc3ccccn3)cnc12	3.2
COc1ccc(CN(CCC(c2ccc(F)cc2)C2CCOC(C)(C)C2)C(=O)c2ccco2)cc1 (stereo unspecified)	4.2
C=C(C)c1nc2cc(OC)c(OC)cc2c(=O)o1	-1.8
COC(=O)C1=C(C)NC(C)=C(C(=O)OCCN(C)Cc2ccccc2)C1c1cccc([N+](=O)[O-])c1 (stereo unspecified)	3.1
CC(C)(C)C(=O)NC(=S)Nc1sc2c(c1C(N)=O)CCC2	-0.1
CC[N+](C)(C)c1cccc(O)c1	1.6
O=C(CN1CC[n+]2c(-c3cccs3)csc21)c1ccc(Br)cc1	-2.5
Cc1ccccc1NC(=O)NCCc1c[nH]c2ccccc12	-1.7
NC(=O)N1c2ccccc2C=Cc2ccccc21	-4.5
CCCCOc1cc(C(=O)NCCN(CC)CC)c2ccccc2n1	8.1&4.3
O=C(NCCN1CCN(c2ccccc2)CC1)c1cccc(Br)c1	0.9
NC[C@H]1O[C@H](O[C@H]2[C@H](O)[C@@H](O[C@H]3O[C@H](CO)[C@@H](O)[C@H](N)[C@H]3O)[C@H](N)C[C@@H]2N)[C@H](N)C[C@@H]1O	0.8
COc1ccc2cc(-c3nc4ccccc4n3C)c(=O)oc2c1	-1.2
Cc1nc2ccccc2c(=O)n1N	0.3
CCCCC[C@H](O)/C=C/[C@@H]1[C@@H](C/C=C\CCCC(=O)OC)[C@@H](O)C[C@H]1O	14
C[C@H]1C[C@H]2[C@@H]3CCC4=CC(=O)C=C[C@]4(C)[C@@]3(Cl)[C@@H](O)C[C@]2(C)[C@@]1(O)C(=O)CO	3.6
COC1CCN(Cc2cn(Cc3ccccc3)nc2-c2cc3ccccc3o2)CC1	0.6
Cc1cccc(CN2CCN(C(c3ccccc3)c3ccc(Cl)cc3)CC2)c1 (stereo unspecified)	4.7
COc1ccc(C(=O)Nc2ccc(OC)c([N+](=O)[O-])c2)cc1Br	3.1
Fc1ccccc1CNCCC(Cc1ccccc1)c1ccc2c(c1)OCO2 (stereo unspecified)	5.8
COC(=O)c1cc(OC)c(OC)cc1NC(=O)Nc1ccc(OC)cc1OC	-1.4

(further entries)
molecule,PAD4 inhibition
COc1ccc(S(N)(=O)=O)cc1C(N)=O,-4.2
CCc1ccc2oc(=O)cc(CN3CCC(C)CC3)c2c1,-1.5
Cc1csc(CCc2nc(C)cs2)n1,-5.8
NCc1ccccc1COc1ccccc1,-6.1
CCCCNc1cc(C(=O)O)cc(S(N)(=O)=O)c1Oc1ccccc1,-2.7
Cn1nc(-c2ccc(Cl)cc2)nc2c(=O)n(C)c(=O)nc1-2,91*
CCOCC(=O)Nc1nc2ccccc2s1,2.2
COc1ccc(NC(=O)C2OC3OC(C)(C)OC3C3OC(C)(C)OC23)cc1 (stereo unspecified),-6.4
CCN(CC)C(=O)N1CCN(C)CC1,2.1
Cc1cnc(NC(=O)C2=C(O)c3ccccc3S(=O)(=O)N2C)s1,2.7
CN=C(NC#N)NCCSCc1nc[nH]c1C,6.6
Cc1ccc2c(c1)OC(=O)CC2c1ccccc1 (stereo unspecified),4.4
O=C(c1ccc(Cl)cc1)C1CCCN(C(=O)/C=C/c2ccccn2)C1 (stereo unspecified),1.3
O=C(c1cccc2ccccc12)C1CCCN(C(=O)CCN2CCCO2)C1 (stereo unspecified),2.6
CCOc1ccc2nc(S(N)(=O)=O)sc2c1,0.4

2 entries from above, as labelled records:
Molecule: CN(Cc1ccccc1)CC(O)COc1ccc(CNCc2cccnc2)cc1 (stereo unspecified)
  PAD4 inhibition = -1.7

Molecule: COc1cc(NC(=O)COc2ccccc2)c(OC)cc1NC(C)=O
  PAD4 inhibition = 2.6

Later entries.
molecule,PAD4 inhibition
O=C(O)/C=C/c1cccc(OCc2ccccc2)c1,0.6
NC(=O)c1ncn([C@@H]2O[C@H](CO)[C@@H](O)[C@H]2O)c1O,3.0
COc1ccc(C2(CCN=Cc3ccc(N(C)C)cc3)CCOC(C)(C)C2)cc1 (stereo unspecified),4.9
COc1cc2c(cc1OC)-c1cc(NC3CCCCCC3)nc(=O)n1CC2,2.9
O=[N+]([O-])c1ccc2cn[nH]c2c1,-5.2
c1ccc(Nc2ccccn2)nc1,-4.7
CC(=O)OCC(=O)[C@@]12OC3(CCCC3)O[C@@H]1C[C@H]1[C@@H]3CCC4=CC(=O)C=C[C@]4(C)[C@@]3(F)[C@@H](O)C[C@@]12C,3.9
CC[N+](C)(C)Cc1ccccc1Br,0.2
Cc1[nH]c2ccccc2c1/C=C/c1nc2ccccc2c(=O)n1CCO,10
CCN(Cc1cnn(C)c1)Cc1nc(C(c2ccccc2)c2ccccc2)no1,0.9
COc1cc2c(cc1OC)C1(CCCC1)CNC2c1cccc([N+](=O)[O-])c1 (stereo unspecified),-0.8
CC1(C)CC(NCc2ccccc2)CCO1 (stereo unspecified),2.7
COc1ccc(-c2nc(NC(C)=O)sc2-c2ccc(OC)cc2)cc1,0.8
COc1ccccc1CCn1cnc2c3cc(C)ccc3n(C)c2c1=O,-4.0
CCCc1c(OCCCCc2nn[nH]n2)ccc(C(C)=O)c1O,1.1

2 compounds picked at random from the list so far, as already listed:
molecule,PAD4 inhibition
COc1ccccc1C(=O)Nc1cc2cc(Br)ccc2oc1=O,-0.8
COc1ccc(C2(CCN=Cc3ccc(N(C)C)cc3)CCOC(C)(C)C2)cc1 (stereo unspecified),4.9

(more compounds)
molecule,PAD4 inhibition
O=C(Cc1ccccc1)NCC(=O)OCC(=O)c1ccccc1Cl,2.2
CCC(=O)Nc1ccc(C(=O)N2CCN(C(=O)c3ccco3)CC2)cc1,-6.6
O=C(O)CCCN1C(=O)NC2NC(=O)NC21 (stereo unspecified),-0.5
CCc1cc2c(=O)c(-c3nc(C)cs3)coc2cc1OC(C)C(=O)NCCO (stereo unspecified),-3.0
Cn1c([N+](=O)[O-])cnc1COC(N)=O,1.2
CCc1ccc(/C=C2\Oc3cc(OC(=O)N4CCOCC4)ccc3C2=O)cc1,-1.7
CO[C@@H]1O[C@@H]2COC(c3ccccc3)O[C@@H]2[C@@H](OC)[C@@H]1O (stereo partly specified),0.8
CC(C)(C)C(=O)N1CCCC1C(=O)O (stereo unspecified),0.9
CCCCCCC(=O)N(O)C1CC(=O)N(Cc2ccccc2)C1=O (stereo unspecified),5.8
O=C(OCC(O)C(O)COC(=O)c1ccccc1)c1ccccc1 (stereo unspecified),-2.2
COc1ccc2oc(-c3ccco3)cc(=O)c2c1,5.8
Cc1ncc([N+](=O)[O-])n1CCO,-2.2
Cn1cc(CN2CCN(CCO)CC2)c(-c2ccc(Oc3ccccc3)cc2)n1,-1.6
COc1cccc(-n2c(C)c3c(OC)cccc(=O)c3c2C)c1,-0.3
OCC1CCN(Cc2cn(Cc3ccccc3)nc2-c2cc3ccccc3o2)CC1,-3.8

(more compounds)
molecule,PAD4 inhibition
CCC(C)NCCOCCOc1ccc(Cl)cc1Br (stereo unspecified),0.4
Cc1ccc(S(=O)(=O)NC(=O)NN2CCCCCC2)cc1,0.5
CC1(C)S[C@@H]2[C@H](NC(=O)[C@H](N)c3ccccc3)C(=O)N2[C@H]1C(=O)O,-1.7&2.5
Cc1coc2c1c(C)cc1oc(=O)c(Cc3ccccc3)c(C)c12,-6.8
Cc1cc(C(C)(C)C)cc(C)c1CC1=NCCN1,3.5
CC(C)(C)N1NC2(CCCCC2)NC1=S,5.3
O=C(NC(=S)Nc1ccc2c(c1)OCCO2)c1ccccc1F,3.1
COC(=O)c1ccccc1OCCOCCOc1cccc2ccc(C)nc12,-2.9
CCC(C(=O)OCCN(CC)CC)c1ccccc1 (stereo unspecified),5.3
COc1ccccc1OS(=O)(=O)c1ccc(NC(C)=O)cc1,-3.4
COc1cccc(OC)c1C(=O)NCCSC1CCCCC1,-2.9
Nc1cnn(C2OC(CO)C(O)C2O)c(=O)n1 (stereo unspecified),-5.0
COc1cccc(CC2CC(=O)N(c3ccc4c(C)cc(=O)oc4c3)C2=O)c1 (stereo unspecified),-0.6
COC(=O)c1cc(OC)c(OC)c(OC)c1[N+](=O)[O-],-0.3
CC(C)CC(NC(=O)c1cccc(Cl)c1)C(=O)O (stereo unspecified),-0.1

More results.
molecule,PAD4 inhibition
CC12CCC(C(=O)N3CCc4ccccc43)(CC1=O)C2(C)C (stereo unspecified),5.0
COc1cc(C(=O)Nc2ccc(N(C)C)cc2)c([N+](=O)[O-])cc1OC,-4.8
Cc1oc2c(CN3CCCC3)c(O)ccc2c(=O)c1-c1ccc(Cl)cc1,-2.9
O=C1NC2(Nc3ccccc31)C(=O)Nc1ccc(Br)cc12 (stereo unspecified),1.8
Nc1cccc2c1nnn2C1OC(CO)C(O)C(O)C1O (stereo unspecified),-4.5
Cc1occc(=O)c1O,0.3
C[C@]12CC[C@@H]3c4ccc(O)cc4CC[C@H]3[C@@H]1C[C@@H](O)[C@@H]2O[C@@H]1O[C@H](C(=O)O)[C@@H](O)[C@H](O)[C@H]1O,1.6
Clc1ccc2c(c1)CCc1cccnc1C2=C1CCNCC1,2.7
COc1ccc(NC(=O)N2CCCCC2c2cccnc2)cc1 (stereo unspecified),-2.7
O=C(/C=C/c1ccc(F)cc1)N1CC[C@@]2(O)CCCC[C@H]2C1,2.1
COc1ccc(/C=C\c2nc(=O)c3ccccc3o2)cc1,0.0
CCCC(=O)Nc1ccc(OCC(O)CNC(C)C)c(C(C)=O)c1 (stereo unspecified),-2.5
CC(C)CN1CCN(Cc2ccc3ncccc3c2)CC1CCO (stereo unspecified),5.7
CC1(C)CC(CC(=O)O)(c2ccc(Cl)cc2)CCO1 (stereo unspecified),2.4
CC1(C(=O)O)CCC(C(=O)NC2CCCCCC2)C1(C)C (stereo unspecified),0.0
O=C(c1ccc([N+](=O)[O-])cc1)N1CCSC1c1ccccc1Cl (stereo unspecified),-2.7

Some values from the entries so far:
`Clc1ccc2c(c1)CCc1cccnc1C2=C1CCNCC1` in PAD4 inhibition = 2.7
`Cc1occc(=O)c1O` in PAD4 inhibition = 0.3
`COc1ccc(NC(=O)N2CCCCC2c2cccnc2)cc1` (stereo unspecified) in PAD4 inhibition = -2.7
`CC1(C(=O)O)CCC(C(=O)NC2CCCCCC2)C1(C)C` (stereo unspecified) in PAD4 inhibition = 0.0
`C[C@]12CC[C@@H]3c4ccc(O)cc4CC[C@H]3[C@@H]1C[C@@H](O)[C@@H]2O[C@@H]1O[C@H](C(=O)O)[C@@H](O)[C@H](O)[C@H]1O` in PAD4 inhibition = 1.6
`O=C(c1ccc([N+](=O)[O-])cc1)N1CCSC1c1ccccc1Cl` (stereo unspecified) in PAD4 inhibition = -2.7

Some of the compounds tested; count on the stated rates, not on these rows.
